# KB-3-1 cytotox: qHTS assay for MDR1-selective chemotherapeutics: Primary screen using the parental adenocarcinoma cell KB-3-1. KB-3-1 viability, CellTiter-Glo ATP luminescence, 72 h. Potency, µM (top dose mostly 46.1 µM), without a hit: at the top dose activity change, negative = cytotoxic, actives largely listed as cytotoxic. 400,000 tested, 1.4% active. AID 1347075, 2019; further: on the % scale 0 is the no-effect control and ±100 the full control effect; nearly all actives have a fitted effect of over 60% in size
#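 Cytotoxicity measured as CellTiter-Glo luminescence after 72 h at 37 C. Compound titrations were pinned onto drug-naive KB-3-1 parental adenocarcinoma cells grown in DMEM with 10% FBS, and normalized data fitted to concentration-response curves.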
# GLP-1R inv ag: qHTS of GLP-1 Receptor Inverse Agonists (Inhibition Mode); HEK293 GLP-1R CRE-luciferase, luminescence, 24 h; GLP-1R form is constitutively active; 410,000 tested, 1.6% active; Potency, µM (titrated, usually from 38.3 µM), without a hit: top-dose activity change, negative = inhibition, hits mostly inhibitors; Glucagon-like peptide 1 receptor (Homo sapiens), P43220; AID 624417, 2012; further: on the % scale 0 is the no-effect control and ±100 the full control effect; nearly all actives have a fitted effect of over 55% in size
# Target sequence (P43220 whole entry, looked up): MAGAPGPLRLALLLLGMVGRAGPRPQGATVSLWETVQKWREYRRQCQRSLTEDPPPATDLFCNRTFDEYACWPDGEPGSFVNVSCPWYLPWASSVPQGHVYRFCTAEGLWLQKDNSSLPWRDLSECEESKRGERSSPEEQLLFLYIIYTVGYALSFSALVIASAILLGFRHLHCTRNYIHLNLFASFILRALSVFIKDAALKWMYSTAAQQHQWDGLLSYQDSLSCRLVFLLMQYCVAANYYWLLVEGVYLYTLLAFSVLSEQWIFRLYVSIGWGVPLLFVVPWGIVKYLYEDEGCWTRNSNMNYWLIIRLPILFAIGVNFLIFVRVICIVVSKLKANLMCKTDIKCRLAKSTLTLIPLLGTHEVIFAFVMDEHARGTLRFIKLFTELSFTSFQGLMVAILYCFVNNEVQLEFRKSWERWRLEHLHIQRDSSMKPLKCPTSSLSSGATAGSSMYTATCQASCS
#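 Stable HEK293 clone (constitutively active GLP-1R + cAMP-response luciferase); 200 cells/uL plated, 12 h pre-culture, compound 24 hr, 37 deg C/5% CO2; detection reagent 12 min RT; luminescence.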
# TDP-43 yeast inh: qHTS of TDP-43 Inhibitors; 410,000 tested, 1.8% active; AID 652104, 2013; Potency, µM (highest dose often 46.1 µM), without a hit: at the top dose growth rescue (activation), most hits filed as activators; TDP-43 expressing yeast growth rescue, BacTiter-Glo, 24 h; further: % of control where 0% means no effect; nearly all actives have a fitted effect of over 50% in size
#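 Readout is BacTiter-Glo luminescence of cell growth, so inhibitors register as activators. TDP-43-expressing yeast at OD600=0.02 in galactose medium, after raffinose pregrowth to mid-log, were incubated with compound for 24 hr at 30 deg C.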
# HEK293 tox: qHTS of GLP-1 Receptor Inverse Agonists: Cytotox Screen; HEK293 cAMP-luciferase reporter cells, luminescence, 24 h; Potency, µM (doses to about 38.3 µM), for inactives: at the top dose activity change, negative = inhibition, most hits filed as inhibitors; 410,000 tested, 0.13% active;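 further: loss of luciferase light is scored as toxicity; on the % scale 0 is the no-effect control and ±100 the full control effect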
#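 To flag toxic compounds, the library was rerun on cells for 24 hr at 37 deg C and 5% CO2. Viability-linked luminescence was captured 12 min after adding luciferase detection reagent.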
# KB-V1 MDR tox: qHTS assay for MDR1-selective chemotherapeutics: Primary screen using the drug-selected MDR subline cells KB-V1 | 400,000 tested, 3.4% active | KB-V1 MDR cells viability, CellTiter-Glo, 72 h | AID 1347076, 2019 | Potency, µM (series often up to 46.1 µM), without a hit: at the top dose activity change, negative = cytotoxicity, usual class: cytotoxic; further: on the % scale 0 is the no-effect control and ±100 the full control effect; nearly all actives have a fitted effect of over 60% in size
#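 Potencies derive from concentration-effect curves fitted to normalized luminescence (CellTiter-Glo) of KB-V1 cells treated for 72 h at 37 degrees C in phenol-red-free DMEM containing 10% FBS.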
# GLP-1R agonist: qHTS of GLP-1 Receptor Agonists; HEK293 GLP-1R CRE-luciferase, luminescence, 4-6 h; cells express a hypersensitive GLP-1R form; Potency, µM (top dose mostly 45.6 µM), inactives show at the highest dose activation, actives largely listed as activators; 380,000 tested, 0.007% active; further: % of control where 0% means no effect
# HT1080NT lethal: qHTS for induction of synthetic lethality in tumor cells producing 2HG: qHTS for the HT-1080-NT fibrosarcoma cell line; 360,000 tested, 1.6% active; HT-1080-NT fibrosarcoma viability, CellTiter-Glo ATP luminescence, 48 h; Potency, µM (titrated, usually from 46.1 µM), without a hit: at the top dose activity, negative = less viability, actives largely listed as cytotoxic;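 further: NT is the 2HG producing partner of a matched IDH1 knockdown line; 0% = DMSO-treated cells and -100% = media-only wells without cells; nearly all actives have a fitted effect of over 55% in size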
#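 Compounds were tested in concentration-response format on HT-1080-NT cells for 48 hours at 37 degrees C. Cell viability came from CellTiter-Glo luminescence; curves were classified by r2, response magnitude and activity.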
# SW480 rereplic: A quantitative high throughput screen for small molecules that induce DNA re-replication in SW480 colon adenocarcinoma cells | SW480 DNA re-replication, Hoechst DNA content imaging, 48 h | Potency, µM (titrated, usually from 46.1 µM), for the others: at the highest dose re-replication activation, hits mostly activators | 340,000 tested, 1.8% active | AID 624297, 2012; further: % of control where 0% means no effect; nearly all actives have a fitted effect of over 55% in size
#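 Per well, 250 cells were exposed to pinned compound for 48 hr. Nuclear DNA was visualised with Hoechst (40 min, 37 C) and total object intensity recorded by fluorescence scanning.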
# HT1080 IDH1KD tx: qHTS for induction of synthetic lethality in tumor cells producing 2HG: qHTS for the HT-1080-IDH1KD cell line; HT-1080 IDH1 knockdown viability, ATP luminescence, 48 h; 360,000 tested, 2% active; Potency, µM (top dose mostly 46.1 µM), for inactives: at the top dose activity, negative = toxicity, usual class: cytotoxic;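 further: 0% = DMSO wells and -100% = cell-free medium wells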
#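 In this qHTS, HT-1080 cells depleted of IDH1 are exposed for 48 h at 37 °C to compound titrations. Toxicity is scored from CellTiter-Glo luminescence, with DMSO as full viability and medium alone as none.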
# Numbers without * were called inactive; ? = inconclusive; . = not tested or not shown; [ ] = dose if it differs, or a comment. The call rests on the fitted dose curve; in most records, active means well fitted curve in the direction sought with a large enough effect; inconclusive means small, poorly fitted or top-dose-only effect, or another doubt; inactive means no such curve, though single readings can be large; an effect the other way counts as inactive or inconclusive. Potency means the concentration at half of the fitted maximal effect.
no.	compound	KB-3-1 cytotox	GLP-1R inv ag	TDP-43 yeast inh	HEK293 tox	KB-V1 MDR tox
1	CCn1c(SCC(=O)C(C)(C)C)nnc1-c1ccccc1OC	-15%	-2%	0%	-2%	-23%
2	O=C(Nc1ccccc1N1CCN(C(=O)c2ccc(Cl)cc2)CC1)c1cc(Br)ccc1Cl	-3%	0%	14%	5%	-2%
3	O=C(CS(=O)(=O)Cc1ccccc1)N1CCN(c2ccccc2F)CC1	-1%	-19%	?	7%	?
4	c1coc(-c2nc3ccccc3nc2-c2ccco2)c1	-10%	77%[activator]	?	188%[activator]	8%
5	CCOC(=O)N1CCN(C(=O)C2CCN(S(C)(=O)=O)CC2)CC1	17%	7%	-16%	12%	1%
6	COc1ccc(-c2cn3c4c(sc3n2)CCCC4)cc1	4%	5%	-6%	-6%	3%
7	CCCCC1=CC2=CC(=O)C(C)(OC(=O)CC)C(=O)C2=CN1c1ccccc1 (stereo not drawn)	3%	?	?	5%	13%
8	O=C(CCN1C(=O)CC1c1ccco1)N1CCOCC1 (stereo not drawn)	0%	19%	18%	0%	4%

no.	GLP-1R agonist	HT1080NT lethal	SW480 rereplic	HT1080 IDH1KD tx
1	0%	-7%	-7%	-2%
2	-6%	-2%	?	6%
3	-2%	5%	-4%	8%
4	6%	-20%	-3%	?
5	-4%	3%	2%	6%
6	-12%	-6%	-16%	-5%
7	0%	4%	-8%	1%
8	-9%	?	.	-1%

# As entered above:
# CCOC(=O)N1CCN(C(=O)C2CCN(S(C)(=O)=O)CC2)CC1 @ GLP-1R inv ag: 7%
# CCn1c(SCC(=O)C(C)(C)C)nnc1-c1ccccc1OC @ HT1080NT lethal: -7%

# Carrying on.
no.	compound	KB-3-1 cytotox	GLP-1R inv ag	TDP-43 yeast inh	HEK293 tox	KB-V1 MDR tox
9	COc1ccc(OC)c(NC(=O)COC(=O)c2c3c(nc4ccccc24)CCCC3)c1	26µM*	-22%	?	-26%	26µM*
10	O=C(Nc1ccc(-c2csc(Nc3ccc(Cl)cc3)n2)cc1)c1ccccc1	6%	4%	1%	6%	-2%
11	O=C(NCc1ccc(N2CCCC2=O)cc1)c1cnccn1	3%	3%	4%	-7%	17%
12	NC(=O)c1c(NC(=O)c2ccc(N3C(=O)CCC3=O)cc2)sc2c1CCCC2	-5%	26%	-8%	-7%	-11%
13	CC(C)CNC(=O)c1cc(-c2ccco2)on1	-6%	3%	-4%	2%	1%
14	CCOC(=O)COc1ccc(CC)cc1C(=O)c1ccn2nc(-c3ccc(Cl)cc3)cc2n1	1%	1%	19%	5%	?
15	O=C(NCc1ccccc1)C1CCN(S(=O)(=O)c2cc([N+](=O)[O-])ccc2Cl)CC1	-6%	-1%	-14%	-23%	-5%
16	Cc1cc(C)nc(SCC(=O)Nc2ccc3c(c2)OCO3)n1	-2%	1%	3%	-6%	-2%

no.	GLP-1R agonist	HT1080NT lethal	SW480 rereplic	HT1080 IDH1KD tx
9	-17%	?	1%	?
10	-4%	-4%	-7%	-2%
11	-7%	10%	-1%	4%
12	2%	1%	1%	0%
13	-2%	3%	4%	6%
14	0%	.	.	.
15	9%	-5%	?	-12%
16	0%	3%	-6%	2%

# (further entries)
no.	compound	KB-3-1 cytotox	GLP-1R inv ag	TDP-43 yeast inh	HEK293 tox	KB-V1 MDR tox
17	COC(=O)C1=C(C)N(Cc2ccccc2)C(=NCc2ccccc2)N[C@H]1c1cccc(C(F)(F)F)c1	?	?	3%	?	?
18	CCC(CO)(CO)N(CC(=O)Nc1ccc(OC)cc1)CC(=O)Nc1ccc(OC)cc1	0%	?	12%	2%	2%
19	O=C(c1cccn1-c1nnc(N2CCCCC2)s1)N1CCN(c2ccccc2)CC1	6%	6%	-2%	22%	-1%
20	COc1ccc(F)cc1S(=O)(=O)N1CCCN(S(=O)(=O)c2cc(F)ccc2OC)CC1	5%	-11%	5%	-2%	-5%
21	Cc1ccc(NC(=O)C2CCCN(c3ncccn3)C2)cc1C (stereo not drawn)	0%	-29%	-2%	-18%	-28%
22	COCCNc1ncnc2c1ncn2[C@H]1CN(Cc2ccc(-c3ccccc3)cc2)C[C@@H](CO)O1	-6%	-8%	14%	-13%	0%
23	NS(=O)(=O)c1ccc(N2N=C(c3ccccc3)CC2c2cccc(Cl)c2)cc1 (stereo not drawn)	-25%	?	-17%	18%	-18%
24	CC(=O)Nc1nc2c(C)cc(NC(=O)C3CCCCC3)cc2s1	-2%	9%	-7%	13%	6%

no.	GLP-1R agonist	HT1080NT lethal	SW480 rereplic	HT1080 IDH1KD tx
17	-12%	?	?	?
18	-3%	-26%	-1%	?
19	.	.	.	.
20	-4%	-8%	-2%	4%
21	9%	0%	-8%	0%
22	-6%	-28%	.	?
23	0%	?	3.7µM*	?
24	12%	-20%	-1%	-20%

# More structures.
no.	compound	KB-3-1 cytotox	GLP-1R inv ag	TDP-43 yeast inh	HEK293 tox	KB-V1 MDR tox
25	CCOc1ccccc1OCC(=O)Nc1nc2ccccc2[nH]1	22%	-5%	?	-2%	?
26	CC(C)CCNC(=O)c1ccc(CS(=O)(=O)Cc2ccccc2F)o1	-14%	-19%	3%	-20%	0%
27	Cc1nc2ccccc2n1/N=C/c1cccnc1	-2%	-2%	6%	-4%	-16%
28	CC(C)n1c(CN2CCN(Cc3ccccc3)CC2)nc2ccccc21	3%	-26%	2%	-16%	0%
29	CCCCCn1c(=O)[nH]c2cc(C(=O)NCCCN3CCCCC3)ccc2c1=O	15%	?	9%	14%	-10%
30	CCN(CC)CCCNC(=O)c1ccc(-c2nc(CN3CCc4ccccc43)c(C)o2)cc1	?	?	?	5%	?
31	CCCC(=O)Nc1nc2nc(-c3ccccc3)cc(=O)n2[nH]1	2%	0%	-33%[inhibitor]	-3%	5%
32	COc1ccc(NS(=O)(=O)c2ccc(NC(=O)c3ccc(CN4CCOCC4)cc3)cc2)cc1	?	?	-16%	-20%	-1%

no.	GLP-1R agonist	HT1080NT lethal	SW480 rereplic	HT1080 IDH1KD tx
25	13%	24%	-4%	16%
26	1%	8%	-3%	3%
27	16%	-6%	0%	-22%
28	0%	6%	-5%	3%
29	-4%	-4%	?	0%
30	?	.	.	.
31	-6%	6%	-11%	9%
32	10%	-32%	?	?

# Results in sequence from the entries so far:
# Compounds 25–30 in KB-V1 MDR tox read ?, 0%, -16%, 0%, -10%, ?

# Other records follow.
no.	compound	KB-3-1 cytotox	GLP-1R inv ag	TDP-43 yeast inh	HEK293 tox	KB-V1 MDR tox
33	C=CCNC(=O)COC(=O)c1oc2ccccc2c1CSC1CCCCC1	?	?	15%	14%	0%
34	COCc1ccc(C(=O)N2CCCC(N3CCN(c4ccc(F)cc4)CC3)C2)o1 (stereo not drawn)	0%	-9%	12%	1%	?
35	CCOC(=O)c1cnc2cc(-c3ccc(Br)cc3)nn2c1C	-1%	18%	0%	-1%	-4%
36	CCCc1nn(C)c(C(=O)Nc2cccc(C)c2)c1Cl	-15%	?	?	2%[1.53 µM]	-18%
37	C#CCOCCOCCOCCNc1nc(N2CCN(C(=O)CCCCCCCCCCNC(=O)[C@@H](CCC(=O)O)n3cc(CCCCCN)nn3)CC2)nc(N2CCN(C(=O)CCCCCCCCCCNC(=O)[C@H](CO)n3cc(CCCSC)nn3)CC2)n1	-6%	16%	-5%	0%	-33%
38	CC1(C(=O)NCc2ccccc2)CCC(=O)N1C1CC1 (stereo not drawn)	0%	18%	16%	2%	8%
39	Cc1cccc(OCCNc2cc(N3CCN(C)CC3)ccc2[N+](=O)[O-])c1	?	-16%	1%	5%	16µM*
40	Cc1csc(SCC(=O)N2CCN(S(=O)(=O)c3ccc(Cl)cc3)CC2)n1	-9%	22%	12%	6%	4%
41	CCOC(=O)c1c(CSc2cccs2)n(C)c2cc(Br)c(O)c(CN(C)C)c12	?	?	-20%[0.397 µM]	-15%	-29%
42	COc1ccc(N2C(=O)C3ON(C4SC(=S)N(C)C4(C)C)C(c4ccc([N+](=O)[O-])cc4)C3C2=O)cc1 (stereo not drawn)	-1%	8%	15%	-13%	3%
43	O=C(Nc1ccccc1)N1CCC(n2c(=O)[nH]c3ccccc32)CC1	-10%	15%	6%	-4%	-25%

no.	GLP-1R agonist	HT1080NT lethal	SW480 rereplic	HT1080 IDH1KD tx
33	13%	6%	0%	3%
34	-8%	0%	2%	5%
35	18%	22%	-9%	13%
36	18%	1%	13%	0%
37	14%	2%	?	-2%
38	-1%	?	.	10%
39	2%	2%	?	16%
40	-8%	0%	0%	2%
41	8%	-18%	5%	?
42	-11%	2%	-4%	12%
43	2%	-2%	2%	-12%

# One compound at a time, from the list above.
# Record of `CC1(C(=O)NCc2ccccc2)CCC(=O)N1C1CC1` (stereo not drawn) : KB-3-1 cytotox: 0%; GLP-1R inv ag: 18%; TDP-43 yeast inh: 16%; HEK293 tox: 2%; KB-V1 MDR tox: 8%; GLP-1R agonist: -1%; HT1080NT lethal: ?; SW480 rereplic: .; HT1080 IDH1KD tx: 10%
# Record of `CCOC(=O)c1c(CSc2cccs2)n(C)c2cc(Br)c(O)c(CN(C)C)c12` : KB-3-1 cytotox: ?; GLP-1R inv ag: ?; TDP-43 yeast inh: -20%[0.397 µM]; HEK293 tox: -15%; KB-V1 MDR tox: -29%; GLP-1R agonist: 8%; HT1080NT lethal: -18%; SW480 rereplic: 5%; HT1080 IDH1KD tx: ?

# Source: PubChem BioAssay (National Center for Advancing Translational Sciences (NCATS))
